Bioassay records (PubChem BioAssay)
A549 viability = kills or reduces viability of A549 cells in Nrf2 counter-screen; A549 ARE-Fluc cells, CellTiter-Fluor viability, 18-24 h; Potency, µM (top dose mostly 46 µM), for the others: top-dose activity change, negative = cytotoxicity, usual class: inhibitors; hit rate 0.16% among 390,000; AID 504648; note: potency is the fitted concentration of half-maximal effect; % is set by controls: 0 for no effect and ±100 for the full control effect
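Cytotoxicity counterscreen: CellTiter-Fluor fluorescence was measured in A549 ARE_Fluc cells after 18-24 h of compound exposure in a concentration series. The subsequent BugLite luminescent read reports ARE-luciferase activity.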
Mm-Cpn inhibitor = M. maripaludis TRiC chaperonin inhibition | hit rate 0.031% among 330,000 | Potency, µM (top dose mostly 76.9 µM), for the others: at the top dose activity, negative = inhibition, hits mostly inhibitors | purified Mm-Cpn ATPase, ADP Transcreener TR-FRET; note: potency is the fitted concentration of half-maximal effect; % is set by controls: 0 for no effect and ±100 for the full control effect; nearly all actives have a fitted effect of over 80% in size
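ATPase turnover read by TR-FRET ADP competition (Eu cryptate antibody/ADP-d2, 665/590 nm): 10uM ATP final, 25nM Mm-CPN final, 30 min 37degC after 10-min compound preincubation, pH 7.4 Tris/KCl/MgCl2/DTT buffer.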
Abeta yeast res = restores growth of yeast expressing A-beta42 peptide. yeast expressing A-beta42, growth rescue, OD600, 48 h; response scale: 0% DMSO, 100% iron-clioquinol control. AID 1347071. hit rate 0.063% among 410,000. Potency, µM (highest dose often 46.1 µM), for inactives: at the top dose growth rescue, hits mostly activators; note: potency is the fitted concentration of half-maximal effect; nearly all actives have a fitted effect of over 55% in size
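Yeast growth medium received pinned compounds, then yeast cells expressing toxic A-beta were added; plates incubated at 30 C for 48 hr. Growth read as absorbance at 600 nm, normalized to DMSO and equimolar FeCl3 plus clioquinol controls.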
CCT modulator = changes cytosolic chaperonin activity; hit rate 0.3% among 360,000; activity change, % (test concentration not listed), hits read low; purified chaperonin ATPase assay, HTRF ADP detection, 30 min; in the data active = activity change below about -30%; note: % is set by controls: 0 for no effect and ±100 for the full control effect
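Nucleotide hydrolysis assay: TRiC at 20–40 nM final (set by batch activity) with 10 uM ATP, 30 min at 37 °C, in presence of 76 uM compound. Detection by competitive ADP HTRF, 30 min ambient.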
TGFb SMAD3 inh = blocks TGF-b signaling. HepG2 CAGA-GFP TGF-b/SMAD3 reporter, GFP fluorescence, 18 h; TGF-beta stimulated, 500 pg/mL final. Potency, µM (series often up to 46.1 µM), for the others: at the highest dose activity, negative = inhibition, most hits filed as inhibitors. hit rate 1.2% among 410,000. AID 588855; note: potency is the fitted concentration of half-maximal effect; % is set by controls: 0 for no effect and ±100 for the full control effect; nearly all actives have a fitted effect of over 65% in size
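Inhibition was scored as loss of TGF-beta-induced (500 pg/mL final, 18 hours, 37 degrees C) GFP in HEPG2 cells carrying a CAGA-GFP reporter, in DMEM with 1% FBS. Well GFP was summed per cell; Activity was normalised to unstimulated and stimulated DMSO wells, then concentration-response fitting.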
Nrf2 inh = Nrf2 pathway inhibition; hit rate 2.1% among 360,000; Potency, µM (titrated, usually from 46 µM), without a hit: top-dose activity change, negative = inhibition, actives largely listed as inhibitors; A549 ARE-Fluc reporter, luciferase luminescence, 18-24 h; note: potency is the fitted concentration of half-maximal effect; % is set by controls: 0 for no effect and ±100 for the full control effect; nearly all actives have a fitted effect of over 60% in size
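Two sequential reads on A549 ARE_Fluc cells exposed to compound for 18-24 h: a CellTiter-Fluor fluorescence read for viability, then a luciferase luminescence read for Nrf2/ARE activity.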
Nrf2 ARE act = activators of Nrf2 (ARE) signaling; AID 624171; Potency, µM (titrated, usually from 46.1 µM), without a hit: at the highest dose activation, actives largely listed as activators; AREc32 ARE-luciferase reporter (MCF7-derived line), luminescence, 24 h; hit rate 0.31% among 410,000; note: potency is the fitted concentration of half-maximal effect; % of control where 0% means no effect; nearly all actives have a fitted effect of over 65% in size
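AREc32 cells carrying an ARE-driven firefly luciferase, 1000 cells/well in OPTI-MEM with 5% FBS, dosed after overnight attachment and incubated 24 hr at 37 deg C. Steady-Glo luminescence read after 30 min at RT.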
HepG2 viability = HepG2 cytotoxicity, counter-screen for TGF-b inhibitors; HepG2 CAGA-GFP viability, ATP luminescence, 18 h; Potency, µM (highest dose often 46.1 µM), without a hit: at the highest dose activity change, negative = cytotoxicity, most hits filed as cytotoxic; hit rate 0.76% among 410,000; note: potency is the fitted concentration of half-maximal effect; some results filed as inactive show a strong effect at the top dose
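CellTiter-Glo luminescence gave cytotoxicity after 18 hours at 37 degrees C. The cells were HepG2 CAGA-GFP in 1% FBS DMEM, stimulated with 500 pg/mL TGF-beta after compound addition. %Activity was normalised to no-cell wells (complete cell-killing) and DMSO (no toxicity), and curves were fitted and classified.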
pAkt inh = blocks phosphorylation of Akt. hit rate 0.32% among 360,000. Neuro2A IGF-stimulated pAkt S473 HTRF, 20 min; active compounds read low. AID 651550. activity change, % for hits at 50 µM; in the data active = activity change below about -80%; inconclusive = mostly about -51% to -80%; note: % is set by controls: 0 for no effect and ±100 for the full control effect
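Single-point screen (50 µM final compound) in Neuro2A cells stimulated 20 min with 6 nM IGF at 37 deg C. After lysis, Ser473-phosphorylated Akt read by HTRF (ex 330 nm, em 615/665 nm) as the 665/615 ratio.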
Starred values were filed as active, the others as inactive; i = inactive; ? = inconclusive; . = no result given; & = joins results of further samples; [ ] = remark or other dose. Unless noted, calls come from the whole dose curve; as a rule, active = well fitted curve in the direction sought with a large enough effect; inconclusive = small, poorly fitted or top-dose-only effect, or another doubt; inactive = no such curve, though single readings can be large; an effect the other way counts as inactive or inconclusive.

SMILES	A549 viability	Mm-Cpn inhibitor	Abeta yeast res	CCT modulator	TGFb SMAD3 inh	Nrf2 inh	Nrf2 ARE act	HepG2 viability	pAkt inh
COc1ccc(OC)c(C2C(C(=O)c3ccc(C)o3)=C(O)C(=O)N2CCN2CCOCC2)c1 (stereo not drawn)	-9.9%	-0.7%	27.6%	-4.2	10.1%	14.9%	3.8%	9.3%	i
CCC(=O)N1CCc2cc(S(=O)(=O)CCC(=O)N3CCN(c4ccccc4F)CC3)ccc21	16.4%&0.0%	1.2%	-13.0%&-4.5%	-3.3	?	-5.9%&-10.5%	-0.4%&0.1%	11.9%&0.5%	i
Cc1ccc(C)c(S(=O)(=O)N2CCCOC2CNC(=O)C(=O)NCCN2CCOCC2)c1 (stereo not drawn)	2.0%	-4.7%	0.8%	-4.2	-0.3%	6.1%	0.1%	5.6%	i
CC(=O)Nc1nc(COc2ccc3ccccc3c2)cs1	-19.4%	-20.4%	11.0%	-0.6	-3.1%	-14.1%	3.4%	-10.1%	.
COc1ccc(Cc2c(C)nn(-c3nc(C)c(C(=O)Nc4ccc(C)cc4C)s3)c2C)cc1	3.4%	.	-7.4%	.	-8.8%	21.0%	0.0%	4.7%	.
Cc1ccc(Cn2c(=O)n(Cc3ccccc3Cl)c(=O)c3ccccc32)cc1	-0.2%	.	1.2%	.	-13.3%	3.3%[9.27 µM]	-1.0%	-6.8%	.
Cc1cc(C)n(-c2ncc3c(n2)N(CCO)CCOC3=O)n1	1.0%	-0.8%	0.5%	-0.9	1.1%	16.4%	0.4%	-2.2%	i
O=C1NC[C@H](CCCCN2C[C@H](Cc3ccccc3)N(Cc3ccccc3)C(=O)C2=O)N(CCC2CCCCC2)C1=O	.	.	-9.6%	0.8	.	.	0.2%	.	i
Cc1cccc(N(Cc2cc3ccccc3[nH]c2=O)C(=O)c2cccc(Cl)c2)c1	-2.4%	.	7.5%	.	-13.8%	-3.2%	1.3%	-34.6%	.
O=C(Cc1nc2ccccc2[nH]1)c1ccc(Br)cc1	0.3%	-3.4%	-28.0%	-1.3	0.5%	12.4%	16.7%	-1.9%	i
C=C1CCN([C@@H](CC(C)C)C(=O)NCc2ccccc2)S(=O)(=O)c2ccccc21	-4.5%	.	12.3%	-1.6	2.0%	1.1%	-0.6%	-20.4%	i
COc1cc(/C=C2/NC(=O)N(CC(=O)Nc3cccc(C)c3)C2=O)ccc1OCC(N)=O	-2.1%	0.6%	-16.0%	-0.8	13.5%	-10.8%	0.1%	0.0%	i
CN(c1ccccc1)S(=O)(=O)c1cccc(NC(=O)COc2cccc([N+](=O)[O-])c2)c1	8.3%	-0.5%	-5.7%	-1.4	-15.9%	-21.3%	3.2%	-1.3%	i
O=[N+]([O-])c1ccc(O)c(/C=N/Nc2ccccc2Cl)c1	-12.0%	0.9%	-8.9%	4.0	-24.2%	?	4.7%	-7.6%	i
O=C(CNS(=O)(=O)c1ccc2c(c1)OCCCO2)N1CCN(Cc2ccccc2)CC1	-2.2%	0.6%	8.9%	-5.4	1.2%	-3.7%	-0.2%	-2.3%	i
C[C@H](C(=O)OCO/N=[N+](\[O-])N1CCCC1)c1cccc2ccccc12	-16.9%	.	.	.	?	2.9%	.	-20.1%	.
COc1ccccc1C1CC(=O)Nc2c1c(=O)n(C)c(=O)n2C (stereo not drawn)	-7.2%	2.1%	1.6%	-0.8	4.1%	13.3%	-1.3%	5.1%	i
Cc1ccc(Cl)cc1NC(=O)c1sc2nc(C)c(C)c(C)c2c1N	-4.6%	.	0.0%	.	-0.6%	11.1%	5.2%	-11.3%	.
Cn1c(=O)c2nc(NCc3ccccc3)cnc2n(C)c1=O	25.9%	0.9%	5.8%	-1.3	3.2%	-6.2%	-0.5%	6.4%	i
Cc1ccc(S(=O)(=O)Nc2nnc(C3CCCCC3)s2)cc1	2.3%	4.5%	8.9%	-0.1	3.1%	-3.2%	0.3%	0.1%	i
O=S1(=O)CC(N2CCC(Cc3ccccc3)CC2)CN1C1CCCC1 (stereo not drawn)	.	.	4.7%	-3.7	?	.	-0.7%	-20.5%	i
COc1ccccc1N1C(=S)NC2CS(=O)(=O)CC21 (stereo not drawn)	-5.0%	0.9%	6.8%	0.2	0.0%	-1.5%	0.0%	-26.4%	i
COc1cccc(CN(C(=O)COc2ccc(C)cc2)C2CCS(=O)(=O)C2)c1 (stereo not drawn)	-1.5%	0.5%	4.2%	-1.6	-1.7%	8.8%	-0.5%	-14.1%	i
O=C(O)C1C2CCC(O2)C1C(=O)NCc1ccccc1Br (stereo not drawn)	4.3%	-4.7%	-16.7%	2.0	0.6%	-0.8%	-1.2%	-3.5%	i
CC1CCCC(N2CCN(C(=O)c3ccc(F)cc3)CC2)C1 (stereo not drawn)	2.0%	.	-2.2%	-0.9	33.6%	15.3%	-1.0%	34.6%	i

Two entries drawn at random from those above, as already listed:
SMILES	A549 viability	Mm-Cpn inhibitor	Abeta yeast res	CCT modulator	TGFb SMAD3 inh	Nrf2 inh	Nrf2 ARE act	HepG2 viability	pAkt inh
COc1cccc(CN(C(=O)COc2ccc(C)cc2)C2CCS(=O)(=O)C2)c1 (stereo not drawn)	-1.5%	0.5%	4.2%	-1.6	-1.7%	8.8%	-0.5%	-14.1%	i
O=C(CNS(=O)(=O)c1ccc2c(c1)OCCCO2)N1CCN(Cc2ccccc2)CC1	-2.2%	0.6%	8.9%	-5.4	1.2%	-3.7%	-0.2%	-2.3%	i

Next records follow:
SMILES	A549 viability	Mm-Cpn inhibitor	Abeta yeast res	CCT modulator	TGFb SMAD3 inh	Nrf2 inh	Nrf2 ARE act	HepG2 viability	pAkt inh
CC(C)(C)C(=O)NC1(C(F)(F)F)NC(=O)N(CCc2ccccc2)C1=O (stereo not drawn)	-4.6%	0.1%	16.7%	0.7	-15.4%	?	0.2%	-1.1%	i
CC(C)(C)c1ccc(C(=O)N2CCNCC2)cc1	2.8%	-2.8%	-11.2%	-2.8	-7.3%	?	-0.3%	-23.2%	i
NC(=O)C1CCN(c2nc3c(S(=O)(=O)c4ccccc4)nnn3c3ccccc23)CC1	-5.9%	2.7%	-11.5%	-0.4	7.5%	9.3%	-1.2%	-4.5%	.
O=C(COC(=O)c1ccccc1OCc1ccc(F)cc1)NCC1CCCO1 (stereo not drawn)	-0.2%	-1.1%	-7.8%	-0.8	-21.8%	3.7%	-0.1%	-9.9%	i
Cc1ccc(OCC(=O)Nc2ccc3nc(SCc4ccccc4)sc3c2)cc1	14.5%	.	-15.9%	.	1.5%	8.4%	-0.2%	-15.0%	.
CCCCN(CCCC)C(=O)C1CCN(S(=O)(=O)c2cccc3nsnc23)CC1	15.1%	.	-21.3%	.	?	9.8%	-0.3%	-15.6%	.
CC1CCN(c2nc(NCc3ccco3)nc(N)c2[N+](=O)[O-])CC1	0.3%	2.6%	13.5%	0.0	-1.0%	-21.7%	3.2%	-5.1%	i
CC1=NCCN1CCNC(=O)Nc1cc(C)cc(C)c1	1.7%	1.4%	-4.7%	-0.2	1.4%	2.4%	-0.1%	-7.0%	i
Cc1ccc(C)c(NC(=O)Cc2coc3cc4c(cc23)CCC4)c1	-0.6%	-0.3%	-1.5%	-2.8	-14.0%	-10.9%	0.5%	-41.5%	i
CC(C)NC(=O)c1ccc(-c2ccc(F)c(F)c2)c2ccoc12	.	.	-15.7%	-0.4	2.5%	.	5.5%	-30.3%	i
CC1(C(=O)NCc2ccc(Cl)c(Cl)c2)Oc2ccccc2NC1=O (stereo not drawn)	0.0%	-8.1%	1.3%	-1.1	-10.0%	-33.4%	-1.0%	-21.4%	i
CCOc1ccc(N2CC(C(=O)Nc3nnc(Cc4ccc(OC)cc4)s3)CC2=O)cc1 (stereo not drawn)	0.6%	-1.1%	8.9%	1.0	-5.7%	-49.1%	-0.5%	-7.9%	i
Clc1ccccc1CSc1cc2c(nn1)-c1ccccc1CC2	-4.5%	1.6%	6.2%	1.1	5.9%	?	8.1%	-13.6%	i
CCc1nc2cc(NC(=O)C3(C)CCCN(C(C)=O)C3)ccc2o1 (stereo not drawn)	.	.	-10.2%	-1.2	-6.4%	.	1.0%	5.5%	i
Cc1ccc(-n2c(=O)c3ccc(C(=O)NCc4ccccc4Cl)cc3n(CC(=O)Nc3cccc(Cl)c3)c2=O)cc1	12.6%	.	-5.1%	.	-1.8%	27.4%	1.5%	-33.0%	.
CCOC(=O)c1nn(-c2ccc(F)cc2)c2c1CC/C2=C/c1ccccc1	-3.5%	1.1%	-3.1%	-0.3	12.3%	9.0%	0.4%	1.6%	i
CCN(C(=O)COC(=O)c1n[nH]c2ccccc12)C1CCS(=O)(=O)C1 (stereo not drawn)	-2.3%	-0.9%	0.0%	-3.5	4.7%	-2.9%	2.4%	4.5%	i
CN(C)C(CNC(=O)c1ccc(S(=O)(=O)N(C)C)cc1)Cc1ccccc1 (stereo not drawn)	?	4.2%	-7.4%	-0.6	18.2%	?	-1.0%	18.6%	i
COc1cc([N+](=O)[O-])ccc1NC(=O)CN1C(=O)NC2(CCCCC2C)C1=O (stereo not drawn)	7.6%	.	10.3%	-3.4	1.8%	6.2%	4.5%	-3.5%	i
CC(C)N1CCN(Cc2cccc(-c3ccco3)c2)CC1CCO (stereo not drawn)	0.0%	-1.1%	6.3%	-0.8	-9.1%	23.7%	7.5%	-8.2%	i
CCCS(=O)(=O)NC(=O)C1(C)CCN(C(=O)c2ccco2)C1 (stereo not drawn)	.	.	-11.4%	0.8	-1.8%	.	-0.8%	-0.9%	i
CCC(=O)N(Cc1ccco1)c1nc(C(=O)Nc2ccc(Cl)cc2)c(C)s1	-19.8%	-24.3%	2.1%	-9.0	?	?	10.8%	-4.2%	i
